FadD28 binding = blocks FadD28 binding to the bisubstrate probe | fluorescence polarization | 0.22% of 360,000 active | inhibition, % at 12.5 µM; in the data active means inhibition above about 8.5%, passing the limit was not always enough
FBA Mtb inh = inhibitors of M. tuberculosis fructose-bisphosphate aldolase | P9WQA3 | purified M. tuberculosis FBA, fluorescence read-out | inhibition, % at 1 µM | 2.3% of 360,000 active; in the data active means inhibition above about 27%;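 further: 0% = vehicle and 100% = reference inhibitor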
TcdB GH inh = inhibitors of Clostridioides difficile toxin B glycohydrolase. P18177. TcdB glycohydrolase enzymatic assay, plate reader. inhibition, % at 9.99 µM. 0.24% of 350,000 active; in the data active means inhibition above about 10%
Target sequence (P18177 whole entry, looked up): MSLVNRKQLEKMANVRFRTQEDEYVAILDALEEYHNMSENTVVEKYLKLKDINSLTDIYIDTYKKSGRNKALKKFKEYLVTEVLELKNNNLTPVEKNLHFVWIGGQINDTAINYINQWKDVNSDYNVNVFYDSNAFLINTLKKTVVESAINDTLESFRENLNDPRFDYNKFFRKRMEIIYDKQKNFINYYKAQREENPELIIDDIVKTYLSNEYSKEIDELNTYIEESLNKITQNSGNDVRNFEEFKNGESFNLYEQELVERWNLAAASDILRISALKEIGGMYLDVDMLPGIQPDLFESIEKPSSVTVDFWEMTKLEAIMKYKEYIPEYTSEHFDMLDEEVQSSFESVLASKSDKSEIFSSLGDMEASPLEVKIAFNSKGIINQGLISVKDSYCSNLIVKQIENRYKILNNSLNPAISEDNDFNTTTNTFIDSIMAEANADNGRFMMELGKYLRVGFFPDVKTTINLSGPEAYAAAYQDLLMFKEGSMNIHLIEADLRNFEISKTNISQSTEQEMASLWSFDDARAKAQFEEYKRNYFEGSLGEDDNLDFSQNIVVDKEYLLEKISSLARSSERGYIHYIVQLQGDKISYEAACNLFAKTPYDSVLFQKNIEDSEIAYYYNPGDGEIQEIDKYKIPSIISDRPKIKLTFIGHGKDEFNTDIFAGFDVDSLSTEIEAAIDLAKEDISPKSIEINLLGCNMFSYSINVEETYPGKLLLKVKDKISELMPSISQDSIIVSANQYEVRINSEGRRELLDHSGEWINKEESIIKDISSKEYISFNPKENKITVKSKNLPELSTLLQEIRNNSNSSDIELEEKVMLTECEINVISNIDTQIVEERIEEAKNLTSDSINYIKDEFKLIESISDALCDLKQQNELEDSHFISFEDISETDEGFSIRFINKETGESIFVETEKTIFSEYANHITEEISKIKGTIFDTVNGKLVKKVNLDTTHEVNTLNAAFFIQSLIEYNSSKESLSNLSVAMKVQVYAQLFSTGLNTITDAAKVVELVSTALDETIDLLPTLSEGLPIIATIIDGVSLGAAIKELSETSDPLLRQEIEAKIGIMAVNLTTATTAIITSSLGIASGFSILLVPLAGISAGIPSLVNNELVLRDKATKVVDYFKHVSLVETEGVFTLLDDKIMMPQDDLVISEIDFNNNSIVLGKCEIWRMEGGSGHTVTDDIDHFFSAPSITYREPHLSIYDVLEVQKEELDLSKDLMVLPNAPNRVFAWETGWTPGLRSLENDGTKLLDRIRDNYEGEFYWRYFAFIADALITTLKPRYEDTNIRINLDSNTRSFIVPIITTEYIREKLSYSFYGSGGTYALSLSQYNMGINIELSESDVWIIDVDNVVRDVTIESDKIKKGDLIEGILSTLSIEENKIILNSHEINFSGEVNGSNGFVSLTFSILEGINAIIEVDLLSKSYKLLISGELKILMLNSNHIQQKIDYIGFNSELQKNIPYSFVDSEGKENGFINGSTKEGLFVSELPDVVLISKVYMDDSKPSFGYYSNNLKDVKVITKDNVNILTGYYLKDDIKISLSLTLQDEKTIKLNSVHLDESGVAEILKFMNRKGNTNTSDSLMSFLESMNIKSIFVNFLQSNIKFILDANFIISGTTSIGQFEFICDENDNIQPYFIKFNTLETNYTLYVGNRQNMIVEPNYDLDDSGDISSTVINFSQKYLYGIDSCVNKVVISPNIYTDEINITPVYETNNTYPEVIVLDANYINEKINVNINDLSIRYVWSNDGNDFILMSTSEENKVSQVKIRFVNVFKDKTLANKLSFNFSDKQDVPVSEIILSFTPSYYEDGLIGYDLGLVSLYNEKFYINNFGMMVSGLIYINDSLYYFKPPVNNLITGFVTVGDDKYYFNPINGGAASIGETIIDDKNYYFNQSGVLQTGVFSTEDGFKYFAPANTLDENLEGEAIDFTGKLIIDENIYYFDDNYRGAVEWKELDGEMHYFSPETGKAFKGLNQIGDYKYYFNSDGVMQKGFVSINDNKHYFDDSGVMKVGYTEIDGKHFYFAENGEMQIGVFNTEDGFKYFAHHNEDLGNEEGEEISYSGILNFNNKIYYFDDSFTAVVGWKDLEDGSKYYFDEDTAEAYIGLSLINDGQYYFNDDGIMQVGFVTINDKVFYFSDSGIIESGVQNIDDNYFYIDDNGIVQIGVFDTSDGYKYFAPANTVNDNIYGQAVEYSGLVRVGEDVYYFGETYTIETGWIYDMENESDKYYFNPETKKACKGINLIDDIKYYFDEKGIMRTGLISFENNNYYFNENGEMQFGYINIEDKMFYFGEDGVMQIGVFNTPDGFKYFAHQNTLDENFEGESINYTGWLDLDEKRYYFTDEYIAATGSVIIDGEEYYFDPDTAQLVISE
BH1578 lux ind = quorum light induction in luxS cqsA deficient V. cholerae | V. cholerae BH1578 lux reporter, luminescence, 6 h | activation, % at 18.7 µM | 0.16% of 350,000 active; in the data active means activation mostly above about 9.7%, no sharp cut-off; further: not every result past the cut was called active; inactives centre near 0; reference of the scale not given here
PfHsp40 yeast = restores yeast growth despite PfHsp40 toxicity; S. cerevisiae expressing PfHsp40, growth rescue, ATP luminescence; growth rescue, % at 12.5 µM; 0.68% of 340,000 active; AID 504582; in the data active means growth rescue above about 28%, passing the limit was not always enough;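 further: yeast W303a lacking pdr1 and pdr3 grown in galactose medium; growth measured after three days at 30 °C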
GDH-TPI counter = counter-screen for M. tuberculosis FBA inhibitors: GDH-TPI coupled enzymes; GDH-TPI coupled enzyme counterscreen, NADH absorbance; 1.2% of 360,000 active; inhibition, % at 4.8 µM; in the data active means inhibition above about 30%;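 further: 0% = DMSO wells and 100% = wells lacking the enzyme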
UGM FP inh = blocks M. tuberculosis UGM enzyme; purified UGM, fluorescence polarization probe displacement; P9WIQ1; 0.06% of 320,000 active; AID 504406; inhibition, % at 10 µM; in the data active means inhibition above about 10%, passing the limit was not always enough
Y pestis TopoI = Y. pestis Topo-I inhibition via cleavage products. activity, % at 10 µM. Y. pestis Topo-I cleavage product accumulation, plate reader. 0.064% of 360,000 active; in the data active means activity above about 50%, passing the limit was not always enough; further: inactives centre near 2
BioA inh = inhibitors of Mycobacterium tuberculosis BioA enzyme; purified M. tuberculosis BioA enzyme, plate reader; inhibition, % at 9.99 µM; 0.096% of 360,000 active; in the data active means inhibition above about 40%
The depositor's hits bear a star; i = inactive; · = not tested or not shown.

The opening 7 entries, ahead of the listing:
nr	smiles	FadD28 binding	FBA Mtb inh	TcdB GH inh	BH1578 lux ind	PfHsp40 yeast	GDH-TPI counter	UGM FP inh	Y pestis TopoI	BioA inh
1	CCn1c(CSc2nc3ccccc3[nH]2)n[nH]c1=S	-1.2	-2	0.9	i	0.1	0	3.0	5	1.6
2	COc1cc(CN2CCC(C(=O)N3CCN(c4ccccc4F)CC3)CC2)ccc1O	-1.2	0	·	i	-1.1	11	3.1	14	2.5
3	CC(C)CNC(=O)COc1ccc2c3c(c(=O)oc2c1)CCC3	0.1	19	-1.1	4.0	0.0	9	-2.0	6	3.4
4	O=C(CCCN1C(=O)/C(=C/c2ccco2)SC1=S)Nc1ccccc1C(=O)O	45*	1	0.3	i	2.5	9	-3.2	-11	·
5	CCCc1cc2c(-c3ccccc3)cc(=O)oc2cc1OCc1ccc(C(=O)O)o1	-17	5	-5.1	-0.2	6.5	13	0.7	31	·
6	COc1ccccc1CNC(=O)C1(C)Oc2cccnc2NC1=O (stereo unspecified)	-2.1	0	-0.7	-0.6	0.3	-1	3.4	-9	·
7	CCCn1nc(NC(=O)c2cccs2)c2cc3ccccc3nc21	-5.0	7	·	-4.2	2.7	3	-0.5	3	2.8

The whole of this part, repeating the preview:
nr	smiles	FadD28 binding	FBA Mtb inh	TcdB GH inh	BH1578 lux ind	PfHsp40 yeast	GDH-TPI counter	UGM FP inh	Y pestis TopoI	BioA inh
1	CCn1c(CSc2nc3ccccc3[nH]2)n[nH]c1=S	-1.2	-2	0.9	i	0.1	0	3.0	5	1.6
2	COc1cc(CN2CCC(C(=O)N3CCN(c4ccccc4F)CC3)CC2)ccc1O	-1.2	0	·	i	-1.1	11	3.1	14	2.5
3	CC(C)CNC(=O)COc1ccc2c3c(c(=O)oc2c1)CCC3	0.1	19	-1.1	4.0	0.0	9	-2.0	6	3.4
4	O=C(CCCN1C(=O)/C(=C/c2ccco2)SC1=S)Nc1ccccc1C(=O)O	45*	1	0.3	i	2.5	9	-3.2	-11	·
5	CCCc1cc2c(-c3ccccc3)cc(=O)oc2cc1OCc1ccc(C(=O)O)o1	-17	5	-5.1	-0.2	6.5	13	0.7	31	·
6	COc1ccccc1CNC(=O)C1(C)Oc2cccnc2NC1=O (stereo unspecified)	-2.1	0	-0.7	-0.6	0.3	-1	3.4	-9	·
7	CCCn1nc(NC(=O)c2cccs2)c2cc3ccccc3nc21	-5.0	7	·	-4.2	2.7	3	-0.5	3	2.8
8	Nc1nc(-c2ccccc2)[nH]c(=O)c1N=O	-1.0	0	1.2	-0.6	-1.1	31	1.6	1	0.6
9	Cc1sc2ncn(CC(=O)N3CCC4(CC3)OCCO4)c(=O)c2c1C	-1.8	4	·	0.8	0.5	-1	-1.4	-4	·
10	Cc1ccc(-c2cc(Cc3ccc(F)cc3)c(=O)[nH]n2)cc1	0.6	-3	-0.1	0.9	-2.1	-1	1.8	22	-1.1
11	Cc1ccc(Nc2ncnc(N)n2)cc1	-2.9	4	-0.6	-0.2	1.7	2	-0.2	0	-0.7
12	CCOC(=O)C1=CCN(S(=O)(=O)c2ccccc2C)C1c1ccc(C)cc1 (stereo unspecified)	-3.0	2	0.6	·	·	·	·	·	-0.5
13	c1ccc2[nH]c3cc4ncnc4cc3nc2c1	-0.4	-2	1.5	i	0.0	4	9.1	-11	·
14	NC(=O)C1=C[C@@H](c2ccc(Br)cc2)C[C@@H](OCCCCO)O1	0.1	1	-1.1	i	-1.7	3	0.5	9	3.7
15	CN1CCN(c2ccc([N+](=O)[O-])cc2NC(=O)c2cccs2)CC1	0.8	0	-0.1	-0.1	-1.4	10	-3.3	-7	-2.1
16	COc1ncnc2c1ncn2CCCNCc1ccc2c(c1)OCO2	0.0	7	0.4	-0.2	·	14	·	-2	-1.8
17	O=C(c1cccc(N2CCNC2=O)c1)N1CCCC(Nc2cccc(F)c2)C1 (stereo unspecified)	-1.1	4	0.7	-0.6	-0.4	4	-0.4	-7	4.2
18	CC(=O)N1CCc2ccc(S(=O)(=O)Nc3ccccc3Cl)cc21	-1.6	3	1.0	-1.2	-1.0	6	-2.0	-1	1.4
19	O=C1CCCC2=C1C(c1ccc(O)c(Br)c1)C1=C(CCCC1=O)N2c1ccccc1	-8.3	0	4.0	i	0.5	-1	-2.4	19	·
20	COc1cc(C(=O)NCC(=O)OCn2nnc3ccccc3c2=O)cc(OC)c1OC	0.3	1	1.2	-1.6	-1.8	-2	-1.0	-2	·
21	CCOC(=O)c1ccc2c(c1)sc(=NC(=O)c1ccco1)n2CCOC	-3.8	10	·	-0.3	1.9	18	-0.7	5	0.4
22	COC(=O)C1CCN(c2c([N+](=O)[O-])cc(C(F)(F)F)cc2[N+](=O)[O-])CC1	-4.4	1	·	i	-0.7	-6	0.8	4	·
23	Cc1cc(N)ccc1NC(=O)CN1CCCC1	-0.7	-5	-7.4	-1.9	-0.1	-3	-0.7	0	-0.7
24	CC(=O)Nc1c(-c2ccc(Cl)cc2)c(=O)c2ccccc2n1C	-2.3	8	-0.5	i	0.2	17	-1.2	-11	-0.2
25	CN(C)c1ccc(/C=N\NC(=O)CC#N)cc1	-1.6	30*	0.7	-0.6	-0.2	35*	-0.9	1	·
26	Cc1cc(C)nc(Nc2ccc(Cl)cc2C)n1	-0.1	1	0.7	-0.3	11	8	-2.5	2	-2.4
27	CCOC(=O)C1(Cc2cccc(Cl)c2)CCCN(C(=O)c2ccoc2C)C1 (stereo unspecified)	-2.9	2	1.0	i	1.0	8	2.4	13	-2.0
28	CCCc1ccc(-c2csc(NC(=O)C3=COCCO3)n2)cc1	-4.2	0	-2.0	-0.3	50*	0	-1.9	28	-1.4
29	CCC(N)C12CC3CC(CC(O)(C3)C1)C2 (stereo unspecified)	-2.6	6	·	0.7	-0.1	-3	-1.5	2	0.0
30	Cc1ccc(S(=O)(=O)N2CCCCC2)cc1NC(=O)COC(=O)C1CC1	0.2	5	-1.8	i	·	12	·	1	-1.2
31	CCc1ccc(C(O)c2ncc(-c3ccccc3C)[nH]2)cc1 (stereo unspecified)	-2.2	0	-4.2	-4.0	·	13	·	-5	0.5
32	Cc1ccc(C(=O)C(C)OC(=O)Cn2cnc3c2c(=O)n(C)c(=O)n3C)cc1 (stereo unspecified)	-3.4	-4	0.7	-2.5	-0.7	-16	1.5	-7	-0.4
33	CN1CCN(C(=O)c2ccc3c(c2)NC(=O)C(N2CCOCC2)S3)CC1 (stereo unspecified)	-0.7	-1	·	1.3	-0.5	0	2.8	-6	-0.1
34	COc1ccc(N(C(=O)c2ccco2)S(=O)(=O)c2cccs2)cc1	-1.9	3	·	i	1.1	7	-0.7	5	4.1
35	Cc1ccccc1CC1(CO)CCCN(Cc2c(C)nn(C)c2Cl)C1 (stereo unspecified)	-1.4	-2	0.3	-0.2	-1.5	0	-5.2	11	·
36	COC(=O)Cc1cc(=O)n2[nH]c(C)nc2n1	1.0	4	·	-0.6	-0.4	-9	-1.0	0	·
37	O=C(NCc1cccc(C(F)(F)F)c1)c1ccc2sc([C@H]3C[C@H](O)[C@@H](CO)O3)nc2c1	-2.3	-2	-0.3	-0.6	·	8	·	-6	-0.4
38	CCOC(=O)C1CCN(S(=O)(=O)c2ccc3[nH]c4c(c3c2)CCCC4)CC1	-4.1	-3	0.9	-0.2	3.4	-9	0.2	30	-0.3
39	COc1ccc(C(=O)NCc2cc(C)nc3ccccc23)cc1OC	-4.4	-1	-0.4	-0.2	0.4	-10	-0.8	-1	·
40	COc1ccccc1NS(=O)(=O)c1ccc(C(=O)NCCCN2CCCC2=O)cc1	-3.5	-1	-0.1	i	-0.2	3	-7.2	-4	-0.5
41	Cc1ccc(S(=O)(=O)n2nc(C)cc2N)cc1	-1.8	1	-0.3	-0.2	·	-2	1.6	-14	·
42	Cc1sc(NC(=O)CCC(=O)O)c(C(N)=O)c1-c1ccccc1	-4.0	-3	2.1	-0.4	10	3	-0.8	4	·
43	COC(=O)c1ccc(CSc2nc(C)nc3c2c(=O)n(C)c(=O)n3C)o1	1.0	-1	-7.7	i	-0.7	1	-0.8	3	-0.3
44	CCOc1ccc(C(=O)COC(C)=O)cc1	-1.1	0	·	4.5	0.3	1	-1.2	-3	-0.1
45	C=CCNC(=O)c1onc(CSc2nc3ccccc3[nH]2)c1C(=O)NCC=C	-4.1	0	1.6	2.2	-0.5	-5	-1.1	-4	2.4
46	COc1cccc(C(=O)COc2cccc(NC(=O)c3ccco3)c2)c1	-4.0	3	-0.8	-2.1	-1.4	5	-0.3	0	-0.6
47	O=C(Nc1ccccc1F)C1(c2ccccc2)CC1(Cl)Cl (stereo unspecified)	-7.1	2	·	i	0.1	6	-1.1	6	0.6
48	CCOC(=O)C1(C)CCN1C(=O)c1ccc(OC)c(OC)c1 (stereo unspecified)	-4.6	-6	1.0	i	·	-3	·	1	-1.8
49	O=C(Nc1ccccc1N1CCOCC1)c1csc2c1CCCC2	-3.3	0	1.3	0.4	0.6	0	·	13	0.7
50	CC(=O)c1ccc(OC(=O)CCNC(=O)c2ccccc2)cc1	-1.1	-1	-0.1	1.2	0.2	-1	-1.8	12	-0.8
51	c1ccc(CNc2c3ccccc3nc3ccccc23)cc1	-2.6	26	-0.6	i	-0.7	11	-0.1	-12	1.9
52	COc1ccc(S(=O)(=O)N2CCN(C(=O)c3ccccn3)CC2)cc1	0.3	-1	1.3	i	-0.3	0	·	7	-2.2
53	O=C(COc1ccc2c3c(c(=O)oc2c1)CCCC3)NCc1cccnc1	-0.3	7	-0.4	-0.3	-1.2	0	1.1	8	1.2
54	COC(=O)c1ccc(CN2CCCC(CCC(=O)NCc3ccc(C)o3)C2)cc1 (stereo unspecified)	-0.3	-2	0.3	-0.8	-0.2	0	-1.4	10	0.7
55	C=CCNc1ccc(C(=O)O)cc1	-3.9	0	·	-0.5	1.2	-3	-0.5	-2	2.2
56	O=c1nc2scc(-c3ccccc3)n2c2ccccc12	-1.3	5	·	-1.3	-0.6	36*	1.3	6	-1.5
57	O=C1c2ccccc2C(Nc2ccc(S(=O)(=O)N3CCCCC3)cc2)N1c1ccccn1 (stereo unspecified)	-2.4	5	3.9	-0.2	0.6	6	3.4	-1	-2.0
58	CN1C(=S)N(c2cccnc2)C(=O)/C1=C\c1ccc(N(C)C)cc1	-3.6	-29	-1.8	-0.2	-0.7	6	·	-12	-0.1
59	C/C(=N/NC(=O)c1ccoc1C)c1cccc(NC(=O)C(F)(F)F)c1	-2.8	·	·	-0.3	-0.6	·	0.2	-9	·

Screening results as filed in PubChem BioAssay.

Hits appear at their usual frequency; about 4.6% have a hit in one of these screens.
